Pemphigus Ab inh: inhibitors of pemphigus antibody binding to DSG3, primary screen, biochemical, bead-based, flow cytometry, scFv-GFP; Desmoglein-3 (Homo sapiens), P32926; DSG3-coupled beads, scFv-anti-DSG3-GFP binding; hits give low values; binding (percent of control), % at 10 µM; actives 0.48% (n = 310,000);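 active = binding more than 3 SD below its plate's average and above zero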;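 note: hits lower antibody fragment binding to DSG3; some compounds called inactive have numbers as strong as hits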
MOR-DOR ag: agonists of OPRM1-OPRD1 heterodimerization, primary screen, cell-based, luminescence | actives 0.3% (n = 340,000) | Mu-type opioid receptor (Homo sapiens) + Delta-type opioid receptor (Homo sapiens), … | activation, % at 9.3 µM | cells; in the data active = activation above about 18%;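 note: 0% = vehicle-treated cells and 100% = reference agonist; values of inactives mirror those of a sister screen read the other way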
RTF Ca sens act: cardiac RTF calcium sensitivity activators, primary screen, biochemical, IANBD-TnC fluorescence, EC20 calcium; actives 0.24% (n = 340,000); AID 493008, 2010; Troponin I, cardiac muscle (Homo sapiens) + Troponin T, cardiac muscle (Homo sapiens) + …; IANBD-labeled TnC RTF fluorescence at EC20 calcium; 0% EC20 calcium, 100% full calcium; activation, % at 7.2 µM;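 active = activation above the mean over all tested compounds plus 3 SD, cut at about 30% in these data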;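 note: rise in fluorescence read as greater calcium sensitivity of cardiac thin filaments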
Wnt act: Wnt/beta-catenin pathway activators, primary screen, cell-based, plate reader, single point. Wnt/beta-catenin reporter cell assay, activator. activation, % at 9.35 µM. actives 1.2% (n = 300,000). AID 743398, 2014; in the data active = activation above about 30%, passing the limit was not always enough;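 note: 0% = neutral control wells and 100% = positive control wells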
Keap1 Nrf2 FP: Keap1-Nrf2 protein-protein interaction inhibitors, primary screen, biochemical, fluorescence polarization, single point; Kelch-like ECH-associated protein 1 (Homo sapiens), Q14145; Keap1 Kelch-Nrf2 peptide fluorescence polarization, 1536-well; inhibition, % at 9.4 µM; actives 0.15% (n = 340,000); AID 504523, 2011; in the data active = inhibition above about 12%;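 note: human Keap1 Kelch domain with fluorescein labeled Nrf2 9mer peptide probe; 0% = neutral control wells and 100% = peptide positive control; higher means more block of Keap1 binding to Nrf2 peptide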
Target sequence (Q14145 whole entry, looked up, the tested form may be a part): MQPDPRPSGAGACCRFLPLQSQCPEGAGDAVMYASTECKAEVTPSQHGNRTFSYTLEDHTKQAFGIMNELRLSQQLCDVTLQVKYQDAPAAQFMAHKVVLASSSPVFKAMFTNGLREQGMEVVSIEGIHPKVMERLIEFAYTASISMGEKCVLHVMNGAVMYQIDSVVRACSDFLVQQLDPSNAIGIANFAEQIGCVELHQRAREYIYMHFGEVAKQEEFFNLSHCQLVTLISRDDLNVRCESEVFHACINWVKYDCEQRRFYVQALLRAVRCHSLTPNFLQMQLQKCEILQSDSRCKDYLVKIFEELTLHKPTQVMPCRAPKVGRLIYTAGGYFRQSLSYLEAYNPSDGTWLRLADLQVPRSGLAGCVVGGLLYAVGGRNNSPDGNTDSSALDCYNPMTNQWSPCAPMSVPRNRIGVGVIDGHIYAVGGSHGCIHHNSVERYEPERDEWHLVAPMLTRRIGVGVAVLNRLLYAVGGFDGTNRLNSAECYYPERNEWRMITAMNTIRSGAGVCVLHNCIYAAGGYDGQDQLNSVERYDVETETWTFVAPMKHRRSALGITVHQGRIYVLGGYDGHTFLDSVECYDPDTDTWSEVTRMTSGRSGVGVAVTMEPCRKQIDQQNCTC
Arrestin-AP2 inh: inhibitors of beta-arrestin/AP2 binding, primary screen, biochemical, GPCR trafficking, flow cytometry | AID 504490, 2011 | beta-arrestin 1 C-terminal peptide binding to AP2 beta2-adaptin appendage (human) | FITC-arrestin peptide / GST-AP2 beads; AP2 beta2 appendage carries R879A mutation | inhibition, % at 10 µM | actives 0.31% (n = 340,000);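 active = inhibition above a set limit, near 3 SD of compounds lacking own fluorescence, cut at about 54% in these data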;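 note: plate controls were DMSO wells for no effect and 5 µM unlabelled arrestin peptide for full effect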
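Material – GST-tagged AP2 beta2-adaptin appendage (R879A) on 4 µm glutathione beads · Probe or stimulus – fluorescein-tagged arrestin peptide at 50 nM final · Timing – 12 min plus 1 h, RT · Detection – bead flow cytometry, FITC channel · Read-out basis – inhibition as reduced fluorescein signal on beads, percent · Medium – PBS plus Tween 20 (0.05%) and BSA (0.1%)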
V-ATPase pHluor: regulators of yeast V-ATPase proton pumping, primary screen, pHLuorin cytosolic pH fluorescence; S. cerevisiae; actives 0.37% (n = 350,000); response, % at 10 µM; in the data active = response mostly above about 7.3%, no sharp cut-off; inactive = mostly below about 5.4%; note: actives read high; inactives centre near 0; some compounds called inactive have numbers as strong as hits; reference of the scale not given here
RTF Ca sens inh: cardiac RTF calcium sensitivity inhibitors, primary screen, biochemical, IANBD-TnC fluorescence, EC70 calcium; Troponin I, cardiac muscle (Homo sapiens) + Troponin T, cardiac muscle (Homo sapiens) + …; IANBD-labeled cardiac RTF, Ca2+ fluorescence; inhibition, % at 7.15 µM; actives 0.12% (n = 340,000); AID 493244, 2011;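 active = inhibition above the mean inhibition of all tested compounds plus 3 SD, cut at about 17% in these data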;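 note: assay run at fixed EC70 calcium of 1.6 mM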
OPRM1-OPRD1 inv: inverse agonists of MOR-DOR heterodimerization, primary screen, cell-based, luminescence; cell-based MOR-DOR heterodimer luminescence, inverse agonism; inhibition, % at 9.3 µM; AID 504357, 2011; actives 0.21% (n = 340,000); in the data active = inhibition above about 22%, passing the limit was not always enough;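 note: 0% = cells with DMSO and 100% = wells without cells with DMSO; values of inactives mirror those of a sister screen read the other way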
LANA DNA inh: inhibitors of KSHV C-LANA binding to DNA, primary screen, biochemical, fluorescence polarization, FAM-LBS DNA, MBP-C-LANA, single point; Kaposi's sarcoma herpesvirus LANA C-terminal domain (residues 932-1162) DNA binding; inhibition, % at 9 µM; actives 0.078% (n = 340,000); AID 504423, 2011;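 active = highest replicate inhibition at or above 60% at 9 µM, even if other replicates fall short; inactive = all replicates below 60% inhibition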;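 note: 0% = neutral control wells and 100% = 4 µM acridine orange control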
* marks the source's active call; other numbers are inactive results; · = no result given.

MOR-DOR ag,LANA DNA inh,Wnt act,OPRM1-OPRD1 inv,RTF Ca sens inh,Keap1 Nrf2 FP,RTF Ca sens act,V-ATPase pHluor,Pemphigus Ab inh,Arrestin-AP2 inh,Structure
-1.3,-0.5,-1,6,-6,-2,-1,-2,103,1,CCOc1ccc(/C=C(/NC(=O)c2ccc(Cl)cc2)C(=O)O)cc1OCC
2.2,-0.3,·,-12,-6,-5,-2,2,103,1,COc1ccc(Cl)cc1NC(=S)NCCc1c[nH]c2ccccc12
-1.7,-0.5,·,9,0,-2,-3,-2,102,31,COC(=O)C1=C(C(=O)OC)C(c2cc(Cl)ccc2O)c2sc(=O)[nH]c2S1 (stereo not drawn)
2.5,-0.3,-3,-18,-9,0,-7,3,106,2,O=C(CSc1ncnc2nc[nH]c12)Nc1nnc(SCc2ccc(Cl)c(Cl)c2)s1
16,-2.9,1,-74,-6,-1,2,4,99,23,O=[N+]([O-])c1ccc(S(=O)(=O)NCC2CC3CCC2C3)cc1 (stereo not drawn)
4.1,-1.1,-3,-28,-4,-3,-4,-2,106,-12,Cc1ccccc1OC(C)C(=O)NCCC1=CCCCC1 (stereo not drawn)
-3.1,-2.2,1,14,4,-2,-2,1,109,26,CCOc1ccc(CN(C)C(=O)CNC(=O)c2cc(OC)c(OC)c(OC)c2)cc1
-1.2,-0.8,2,7,-1,-5,3,0,74*,10,Cc1cc2cc(CNC(=O)NC3CCCCC3)ccc2[nH]1

The final 6 records of the section above are carried over, then new ones follow:
MOR-DOR ag,LANA DNA inh,Wnt act,OPRM1-OPRD1 inv,RTF Ca sens inh,Keap1 Nrf2 FP,RTF Ca sens act,V-ATPase pHluor,Pemphigus Ab inh,Arrestin-AP2 inh,Structure
-1.7,-0.5,·,9,0,-2,-3,-2,102,31,COC(=O)C1=C(C(=O)OC)C(c2cc(Cl)ccc2O)c2sc(=O)[nH]c2S1 (stereo not drawn)
2.5,-0.3,-3,-18,-9,0,-7,3,106,2,O=C(CSc1ncnc2nc[nH]c12)Nc1nnc(SCc2ccc(Cl)c(Cl)c2)s1
16,-2.9,1,-74,-6,-1,2,4,99,23,O=[N+]([O-])c1ccc(S(=O)(=O)NCC2CC3CCC2C3)cc1 (stereo not drawn)
4.1,-1.1,-3,-28,-4,-3,-4,-2,106,-12,Cc1ccccc1OC(C)C(=O)NCCC1=CCCCC1 (stereo not drawn)
-3.1,-2.2,1,14,4,-2,-2,1,109,26,CCOc1ccc(CN(C)C(=O)CNC(=O)c2cc(OC)c(OC)c(OC)c2)cc1
-1.2,-0.8,2,7,-1,-5,3,0,74*,10,Cc1cc2cc(CNC(=O)NC3CCCCC3)ccc2[nH]1
0.9,1.1,3,-5,-6,-1,1,6,112,-12,COc1ccc(OCc2cc(C(=O)NCC(C)(C)N3CCOCC3)no2)c(Cl)c1
-1.5,0.6,·,8,-23,4,7,-6,97,18,CCOC(=O)C(Cc1ccccc1)C(=O)Nc1cccc(C)c1 (stereo not drawn)
0.2,0.8,2,-1,-5,2,5,-2,127,0,C=CCn1c(SCC(=O)NC)nnc1C12CC3CC(CC(C3)C1)C2
-0.1,-0.6,-2,1,-2,0,-5,2,98,-6,Cc1ccc(C)c(OCCC(=O)Nc2cccc(S(=O)(=O)N3CCCC3)c2)c1
-1.6,0.0,·,8,-4,2,-3,-8,111,21,Cc1cc(C)cc(CSc2nnc(C)c(=O)[nH]2)c1
-3.6,-0.7,-2,19,-3,0,-3,2,101,-8,COCCNC(=O)COc1cccc2c1OC(C)(C)C2
-0.8,-1.1,0,4,4,-4,6,0,91,8,CCOc1ccc(/C(C)=N/N2C(=O)C(CC(=O)Nc3ccc(OC)cc3[N+](=O)[O-])SC2=Nc2cccc(C)c2C)cc1 (stereo not drawn)
-1.9,-2.3,0,10,3,-3,7,2,103,11,O=C1CC(c2ccc(O)cc2)Oc2cc(O)ccc21 (stereo not drawn)

By substructure, the compounds so far with two or more sulfur atoms.
MOR-DOR ag,LANA DNA inh,Wnt act,OPRM1-OPRD1 inv,RTF Ca sens inh,Keap1 Nrf2 FP,RTF Ca sens act,V-ATPase pHluor,Pemphigus Ab inh,Arrestin-AP2 inh,Structure
-1.7,-0.5,·,9,0,-2,-3,-2,102,31,COC(=O)C1=C(C(=O)OC)C(c2cc(Cl)ccc2O)c2sc(=O)[nH]c2S1 (stereo not drawn)
2.5,-0.3,-3,-18,-9,0,-7,3,106,2,O=C(CSc1ncnc2nc[nH]c12)Nc1nnc(SCc2ccc(Cl)c(Cl)c2)s1

(cont.)
MOR-DOR ag,LANA DNA inh,Wnt act,OPRM1-OPRD1 inv,RTF Ca sens inh,Keap1 Nrf2 FP,RTF Ca sens act,V-ATPase pHluor,Pemphigus Ab inh,Arrestin-AP2 inh,Structure
-1.8,1.7,10,10,2,0,1,0,101,-8,COc1ccc2c(c1)oc(=O)c1ccccc12
0.6,-0.4,-3,-3,-6,-3,7,1,101,16,CCOCC(=O)Nc1ccccc1C(=O)O
0.3,-0.6,-4,-2,-12,-1,0,0,108,9,Cc1cc(NC(=O)CSc2cn(CCNC(=O)c3ccc(Cl)cc3)c3ccccc23)no1
-2.1,-0.2,-1,11,-9,-1,2,12,105,17,CCOc1ccc2nc(SCC(=O)NCc3ccc(S(N)(=O)=O)cc3)[nH]c2c1
-1.7,-1.5,1,9,-6,1,0,-2,102,20,COc1ccccc1C(=O)N/C(=C\c1cn(S(=O)(=O)N(C)C)c2ccccc12)C(=O)N1CCOCC1
-3.0,0.4,-2,15,-3,-8,-4,0,83,8,Cc1nn(C(C)C(=O)NCCc2ccco2)c(=O)c2nn(-c3ccccc3)c(C)c12 (stereo not drawn)
·,-0.4,7,·,·,0,·,-1,97,24,CC(C)C(=O)NN1c2ccccc2CCc2ccccc21
2.6,0.8,-4,-21,-8,1,8,4,96,-4,CCOc1ccc2[nH]c(=O)c(CN(CCCO)S(=O)(=O)c3ccc(F)cc3)cc2c1

Further compounds follow.
MOR-DOR ag,LANA DNA inh,Wnt act,OPRM1-OPRD1 inv,RTF Ca sens inh,Keap1 Nrf2 FP,RTF Ca sens act,V-ATPase pHluor,Pemphigus Ab inh,Arrestin-AP2 inh,Structure
4.0,0.7,·,-24,-8,-3,-1,1,92,25,COc1ccc(C2=CC(c3cc(OC)c(OC)c(OC)c3)NC(=S)N2)cc1 (stereo not drawn)
-1.6,3.0,-1,8,-1,-5,0,4,109,7,Cc1ccc(CS(=O)Cc2ccc(C(=O)NCCc3ccccc3)o2)cc1 (stereo not drawn)
-1.3,-0.3,·,7,-1,1,-4,-5,96,11,O=C(CCN1C(=O)C2C3C=CC(C3)C2C1=O)N1CCN(c2ccccn2)CC1 (stereo not drawn)
0.8,1.0,·,-4,2,-1,-8,5,105,27,COc1cccc(-c2nc(NCC3CCCO3)c3ccccc3n2)c1O (stereo not drawn)
-1.8,-1.9,-5,8,-2,3,6,3,96,12,CCOC(=O)c1c(NC(=O)CSc2nc3ccccc3s2)sc(C)c1C
-0.6,-1.7,-1,4,3,-10,-2,-5,102,-3,CCN1CCN(CCNC(=O)CS(=O)(=O)Cc2nc(-c3ccc(C)cc3)oc2C)CC1
-0.6,0.8,6,3,-16,-1,11,0,104,-12,Cc1ccc(N(C(=O)NC2CCCCC2)C2=NCCCCC2)cc1
-2.7,2.1,2,13,0,1,1,-1,99,-6,CC(c1ccccc1)C(CC(=O)O)C(=O)Nc1ccc(Cl)c(Cl)c1 (stereo not drawn)

Next records.
MOR-DOR ag,LANA DNA inh,Wnt act,OPRM1-OPRD1 inv,RTF Ca sens inh,Keap1 Nrf2 FP,RTF Ca sens act,V-ATPase pHluor,Pemphigus Ab inh,Arrestin-AP2 inh,Structure
-2.0,-0.3,·,9,-2,-5,3,2,101,-9,CN1CCCN(Cc2ccccc2C(F)(F)F)CC1
-0.3,0.3,-1,2,-7,-3,5,1,102,-4,Cc1c(N(C)S(=O)(=O)c2ccc(Cl)c(C(=O)N3CCC(C(N)=O)CC3)c2)c(=O)n(-c2ccccc2)n1C
-0.9,-8.4,0,5,-12,-3,-1,5,67*,46,COc1cccc(C2c3c(oc4ccccc4c3=O)C(=O)N2Cc2ccco2)c1 (stereo not drawn)
4.7,-1.7,1,-32,6,-1,-1,-1,110,17,CCOC(=O)C1CCCN(c2cc(=O)n(C3CCCCC3)c(=O)[nH]2)C1 (stereo not drawn)
3.1,0.1,2,-20,-5,-5,-3,-3,88,11,Cc1ccc(C(=O)OCC(=O)N2CCC(c3ccccc3)=N2)c(C)c1
-6.0,-0.4,3,31,-6,-5,-4,-3,89,17,Cc1ccc2c(c1)C(=O)C(=O)N2CCCOc1ccccc1
-1.9,-0.6,0,9,-11,-3,-2,2,86,-1,O=C(Nc1ccc(Cn2ccnc2)cc1)c1cccc(C(F)(F)F)c1
4.5,0.6,-4,-25,-2,-3,5,-4,98,-3,CCOCc1c(C(=O)NC2=Nc3ccccc3NC(CC)=C2C(=O)OCC)oc2ccccc12

Next section:
MOR-DOR ag,LANA DNA inh,Wnt act,OPRM1-OPRD1 inv,RTF Ca sens inh,Keap1 Nrf2 FP,RTF Ca sens act,V-ATPase pHluor,Pemphigus Ab inh,Arrestin-AP2 inh,Structure
-3.5,0.3,-1,18,3,-5,1,5,108,-9,COCCCN1C(=O)C(=O)/C(=C(/O)c2ccc(S(=O)(=O)N3CCOCC3)cc2)C1c1ccc(OC)cc1 (stereo not drawn)
8.3,0.9,·,-45,-2,-1,-4,1,116,3,O=C(/C=C/c1c(Cl)cccc1Cl)NCc1ccccc1
-0.1,0.8,-3,1,-5,-1,-4,0,107,11,O=C(OCc1cccc(F)c1)c1ccc2c(c1)-c1ccccc1C2=O
-0.5,-0.5,-1,3,-6,1,5,-5,101,4,N#Cc1nc(-c2cccs2)oc1N1CCOCC1

Screening results from PubChem.
